SENP1 FRET inh: blocks the human SENP1 SUMO protease catalytic domain | Q9P0U3 | recombinant SENP1 catalytic domain, CyPet-SUMO1-YPet FRET cleavage | inhibition, % at 10 µM | 360,000 compounds, 0.21% hits | AID 624204;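 active = inhibition at least 30% at 10 µM, raw YFP signal under a set limit, fluorescence ratio 0.5 to 1.5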;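 note: 0% = enzyme with DMSO and 100% = no enzyme wells; some results filed as inactive read as strong as hits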
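material = recombinant human SENP1 catalytic domain, His6-tagged | quantity = 20 pM enzyme | reagent = 25 nM SUMO1 FRET substrate | compound dosing = 10 µM single point, 0.5% DMSO | timing = 50 min enzyme reaction, room temperature, light-protected | detection = FRET, CFP and YFP emission | control set = no-enzyme low, enzyme-DMSO high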
PfGluPho inh: PfG6PD (Plasmodium falciparum) enzyme inhibition; PfGluPho enzyme, NADPH resazurin-diaphorase fluorescence; inhibition, % at 20 µM; 350,000 compounds, 0.78% hits;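 active = inhibition reaching at least a set limit at 20 µM in the primary screen, cut at about 59% in these data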;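 note: 0% = DMSO wells with substrate and 100% = DMSO wells lacking glucose-6-phosphate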
HKDC1 inh: blocks human hexokinase HKDC1 activity; recombinant HKDC1, G6PDH/diaphorase resazurin coupled fluorescence; inhibition, % at 20 µM; 340,000 compounds, 0.16% hits;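 active = inhibition above about 35% when tested at 20 µM, limit read from the data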;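 note: plate controls were DMSO wells with enzyme for no effect and DMSO wells lacking enzyme for full effect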
Target sequence (Q2TB90 whole entry, looked up): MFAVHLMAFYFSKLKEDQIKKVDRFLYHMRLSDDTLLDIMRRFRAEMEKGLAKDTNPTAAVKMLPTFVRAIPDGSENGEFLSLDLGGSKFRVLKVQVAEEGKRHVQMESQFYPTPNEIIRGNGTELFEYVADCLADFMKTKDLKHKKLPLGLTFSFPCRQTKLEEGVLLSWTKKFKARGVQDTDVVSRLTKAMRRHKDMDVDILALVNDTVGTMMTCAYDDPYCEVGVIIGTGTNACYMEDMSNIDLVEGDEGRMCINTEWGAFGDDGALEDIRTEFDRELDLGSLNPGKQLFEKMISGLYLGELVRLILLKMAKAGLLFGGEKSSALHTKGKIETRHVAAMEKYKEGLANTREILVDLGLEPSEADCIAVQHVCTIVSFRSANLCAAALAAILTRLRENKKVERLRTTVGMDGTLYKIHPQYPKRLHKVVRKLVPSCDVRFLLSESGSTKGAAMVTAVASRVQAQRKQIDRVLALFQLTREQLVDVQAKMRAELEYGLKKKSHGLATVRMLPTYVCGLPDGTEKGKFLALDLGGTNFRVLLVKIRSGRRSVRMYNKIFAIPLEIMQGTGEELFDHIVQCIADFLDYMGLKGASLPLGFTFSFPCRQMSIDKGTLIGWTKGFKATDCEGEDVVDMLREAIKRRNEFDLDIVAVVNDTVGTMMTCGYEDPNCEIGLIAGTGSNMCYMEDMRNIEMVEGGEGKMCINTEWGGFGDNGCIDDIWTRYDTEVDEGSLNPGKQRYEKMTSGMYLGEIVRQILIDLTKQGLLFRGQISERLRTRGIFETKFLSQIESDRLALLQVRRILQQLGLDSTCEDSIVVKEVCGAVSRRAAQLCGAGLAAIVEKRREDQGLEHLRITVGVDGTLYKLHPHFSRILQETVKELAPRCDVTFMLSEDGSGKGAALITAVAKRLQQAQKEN
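Test system: Recombinant HKDC1 (HK5) hexokinase enzyme, produced in-house | Input: HKDC1 at 5 µg/mL | Buffer or medium: Tris pH 8.0 buffer with MgCl2, Tween-20, BSA, BME | Schedule: 90 min reaction incubation at room temperature, dark | Technique: Resazurin-to-resorufin fluorescence via G6PDH and diaphorase coupling, 525/613 nm | Controls: DMSO wells with and without enzyme mix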
SENP8 block-1: inhibitors of human SENP8 protease. Q96LD8. recombinant SENP8, Nedd8 substrate fluorescence. inhibition, % at 20 µM. 360,000 compounds, 0.64% hits. AID 602440; in the data active = inhibition mostly above about 40%, no sharp cut-off; inactive = mostly below about 27%
SENP8 block-2: blocks the human protease SENP8; purified SENP8, Z-RLRGG-aminoluciferin cleavage, luminescence; AID 2540; inhibition, % at 10 µM; 330,000 compounds, 1.2% hits; Q96LD8; in the data active = inhibition above about 50%
SENP6 inh: blocks the human protease SENP6; Q9GZR1; Recombinant SENP6 catalytic domain, aminoluciferin luminescence; inhibition, % at 10 µM; 330,000 compounds, 1.8% hits;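 active = inhibition above about 50% at the single tested dose, limit read from the data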;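 note: plate controls were DMSO wells with enzyme for no effect and DMSO wells lacking enzyme for full effect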
UBC13 polyUb: human UBC13 polyubiquitination inhibition; UBC13 polyubiquitin chain formation, TR-FRET; inhibition, % at 20 µM; 330,000 compounds, 0.47% hits; AID 485273; in the data active = inhibition above about 45%, passing the limit was not always enough
Target sequence (P61088 whole entry, looked up): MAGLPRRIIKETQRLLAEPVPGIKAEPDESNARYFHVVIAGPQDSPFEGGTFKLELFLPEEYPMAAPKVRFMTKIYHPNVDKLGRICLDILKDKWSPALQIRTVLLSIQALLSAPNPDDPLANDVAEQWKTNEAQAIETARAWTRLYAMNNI
SENP7 inh: blocks the human protease SENP7; recombinant SENP7, Z-RLRGG-aminoluciferin luminescence, 40 min; inhibition, % at 5 µM; 330,000 compounds, 1.5% hits; AID 434973;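 active = inhibition above about 50% at the single test dose, limit read from the data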;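 note: plate controls were DMSO with enzyme for no effect and no enzyme buffer wells for full effect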
beta cell repl: induces beta-cell replication in MIN6 cells; MIN6 cells proliferation, ATPlite luminescence, 48 h; cells starved in 0.2% serum; 100% = growth in 10% serum; AID 2380; 330,000 compounds, 0.29% hits; proliferation, % at 10 µM;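 active = compounds whose signal lies at least 3.5 SD above the mean of all wells on their plate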;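 note: 0% = DMSO-treated cells in low-serum medium and 100% = 10% serum control; some compounds called inactive have numbers as strong as hits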
Numbers without * were called inactive; . = no result given.

SMILES	SENP1 FRET inh	PfGluPho inh	HKDC1 inh	SENP8 block-1	SENP8 block-2	SENP6 inh	UBC13 polyUb	SENP7 inh	beta cell repl
CN1CCN(CCCNC(=O)c2cc3c(=O)oc4ccccc4c3s2)CC1	0	1	5	-63	-7	-26	2	11	0
Cc1ccccc1NC(=O)COC(=O)c1cc[n+]([O-])cc1	0	-10	-1	2	-1	0	-2	0	1
COc1ccc(C2NC(=O)CCC2[N+](=O)[O-])cc1OC (stereo not drawn)	-2	-20	2	10	10	-10	4	-2	-3
CCCC1(c2ccccc2)NC(=O)N(C/C=C/Cl)C1=O (stereo not drawn)	2	-1	-2	12	3	-2	0	6	-3
COc1ccc(NC(=O)NCc2ccncc2)cc1	1	6	-3	15	0	-8	7	1	1
CCC(C)c1ccccc1NC(=O)COC(=O)c1ccc2c(c1)S(=O)(=O)c1ccccc1C2=O (stereo not drawn)	2	0	17	18	5	2	2	1	0
O=C(O)CCN1C(=O)c2ccncc2C1=O	1	-27	-5	19	3	-10	5	-1	-2
O=C(COC(=O)c1nc(Cl)ccc1Cl)Nc1ccc2c(c1)OCO2	1	1	-4	5	-4	-9	0	3	-4
CC(C)CNC(=O)c1cccc(Cn2cc(Cl)cn2)c1	1	5	6	3	7	-8	5	-6	0
COc1ccc(CC(=O)N/N=C/c2cccnc2)cc1OC	4	-10	-7	1	-8	0	-10	-4	-1
CCN(CC(=O)Nc1c(F)cccc1F)C(=O)CCc1nc2cc(S(=O)(=O)N(C)C)ccc2n1CC	2	5	1	5	1	-8	-2	-3	0
Cc1ccc(NS(=O)(=O)c2ccc(NC(=O)[C@@H]3CCCC[C@@H]3C(=O)O)cc2)c(C)c1	0	-46	-15	21	-6	-1	-5	-9	-3
CCOc1ccc(C(=O)COC(=O)c2ccc(-n3cnnn3)cc2)cc1	-3	7	-3	-5	1	4	7	0	10
CCOc1cc(/C=N/Nc2nc3ccccc3[nH]2)cc(Br)c1OCC(=O)N(C)C	-4	16	3	-451	-4	-6	-27	-3	-4
Cc1c(C(C)(C)C)c(C=S)n2ccccc12	-79	26	1	-111	3	-6	0	-3	-6
C[C@@H]1CN([C@H](C)CO)C(=O)Cc2cc(NS(=O)(=O)c3ccc(F)cc3)ccc2O[C@H]1CN(C)Cc1ccc(C(=O)O)cc1	2	-18	0	8	1	11	-3	-8	-2
CC(=O)NS(=O)(=O)c1ccc(NC(=O)CCc2ccccc2)cc1	1	-2	-4	8	2	3	7	6	-2
CCc1ccc(CN2CCC(n3nccc3NC(=O)C3CCCC3)CC2)cc1	-1	2	3	10	-7	-1	8	-4	2
CN1c2ccccc2C(C)(C)C12C=Cc1cc(O)ccc1O2 (stereo not drawn)	-24	16	18	18	-90	-122	-23	-2	-4
Cc1ccc2c(CN(C)Cc3ccccc3)cc(=O)oc2c1C	-2	1	-1	-6	0	-4	3	1	-1
COc1ccc(NC(=O)C2C(=O)N(CCO)C3(C)CC2c2ccccc2O3)cc1 (stereo not drawn)	5	69*	-3	-12	1	6	-3	0	-3
CC1CC(C)CN(S(=O)(=O)N2CCCC(C(=O)NC3CCCCC3C)C2)C1 (stereo not drawn)	0	2	-6	10	-1	13	-9	2	-1
Cc1ccc(OCC(=O)N2CCCC(CO)(CCOc3ccccc3)C2)cc1 (stereo not drawn)	0	7	-3	1	-9	-4	6	0	-4
CC(=O)NC(CCS(C)(=O)=O)C(=O)Nc1ccc(Oc2ccccc2)cc1 (stereo not drawn)	-1	-26	-3	5	3	-2	6	0	-2
COc1ccccc1CNC(=O)C1CC(c2ccccc2C(F)(F)F)=NO1 (stereo not drawn)	1	-2	-1	17	-2	1	-2	4	-1
Cc1ccc(Cl)c(OCCCCN2CCC(C)CC2)c1	3	5	-7	13	.	.	.	.	.
O=C(Nc1cccc([N+](=O)[O-])c1)c1ccncc1	0	-8	10	9	-4	1	-4	-7	0
CCCCCOc1ccccc1C(=O)NCC(=O)O	1	2	-6	17	0	13	0	6	-3
O=C(Nc1cscc1S(=O)(=O)c1ccc(Cl)cc1)c1ccccc1Cl	-2	29	-5	5	-6	0	4	-12	-2
COc1ccc(C(=O)N(CCc2ccccc2)Cc2cccs2)c(OC)c1	0	-22	1	8	4	-5	6	2	-1
Cc1cc(Br)c(NC(=O)COC(=O)c2ccc[n+]([O-])c2)c(Br)c1	-1	-2	2	6	6	2	11	6	-3
COc1ccc(OCCN(C)Cc2ccccc2)cc1	0	-4	1	11	2	-13	3	-4	-1
COCCN(Cc1nc2ccccc2c(=O)[nH]1)C(=O)COc1c(C)cc(Cl)cc1C	-2	72*	3	-17	2	3	9	2	-4
C=CCc1ccc(OCCOCCOc2cccc3ccc(C)nc23)c(OC)c1	-1	-8	-1	-28	1	-12	12	-5	-2
COc1ccc(-c2ccc(SCC(=O)c3ccccc3)nn2)cc1OC	-7	14	0	-13	-17	6	-6	-8	4
COc1ccc(-c2cc(C(F)(F)F)nc(N3CCN(C)CC3)n2)cc1OC	-1	4	2	-78	0	1	5	2	-5
O=S(=O)(Nc1ccc2c(c1)OCCO2)c1ccc(F)c(F)c1	1	7	-4	4	2	18	2	3	-1
CCOC(=O)c1cnc(SCc2cccc(C)c2)nc1N	1	10	-1	18	-12	-53	-2	-10	-3
Cc1cc(C)cc(OCCNC(=O)C(C)N2C(=O)c3ccccc3C2=O)c1 (stereo not drawn)	2	16	-16	7	5	5	2	1	3
O=C1c2ccccc2C(=O)c2c1ccc(C(=O)N1CCCCC1)c2NCCO	3	17	31	39	14	5	-458	8	1

Reprinted from the part before: 5 entries, then new ones.
SMILES	SENP1 FRET inh	PfGluPho inh	HKDC1 inh	SENP8 block-1	SENP8 block-2	SENP6 inh	UBC13 polyUb	SENP7 inh	beta cell repl
COc1ccc(-c2cc(C(F)(F)F)nc(N3CCN(C)CC3)n2)cc1OC	-1	4	2	-78	0	1	5	2	-5
O=S(=O)(Nc1ccc2c(c1)OCCO2)c1ccc(F)c(F)c1	1	7	-4	4	2	18	2	3	-1
CCOC(=O)c1cnc(SCc2cccc(C)c2)nc1N	1	10	-1	18	-12	-53	-2	-10	-3
Cc1cc(C)cc(OCCNC(=O)C(C)N2C(=O)c3ccccc3C2=O)c1 (stereo not drawn)	2	16	-16	7	5	5	2	1	3
O=C1c2ccccc2C(=O)c2c1ccc(C(=O)N1CCCCC1)c2NCCO	3	17	31	39	14	5	-458	8	1
CCCCN(CCCC)C(=O)CSc1nnc2n(C)c(=O)c3c4c(sc3n12)CCCC4	0	6	-4	24	.	.	.	.	.
O=C(O)C1CSC(c2ccncc2)N1 (stereo not drawn)	65*	6	-8	-9	-10	-28	3	-7	-3
CCN(CC)S(=O)(=O)N1CCC(C(=O)NCc2ccco2)CC1	-1	9	6	5	4	-2	-4	0	1
Cc1nn(C)c(C)c1S(=O)(=O)N(CC(=O)NCc1ccco1)c1ccc(C(C)C)cc1	.	.	.	.	3	-12	3	2	-3
O=C(COC(=O)CCC1CCCC1)Nc1ccccc1Br	5	-11	5	14	-6	-11	11	8	-1
CCOC(=O)C1CCCN(C(=O)Cn2nc(C)n3c(cc4c(OC)cccc43)c2=O)C1 (stereo not drawn)	2	-9	3	-305	6	-6	5	-7	0
C[C@H](OC(=O)c1[nH]cnc1C(=O)N1CCN(C(=O)OC(C)(C)C)CC1)c1ccccc1	1	2	-5	7	-11	0	22	2	1
Cc1noc(C)c1C(=O)NCc1ccccc1Br	-1	-1	-4	13	4	1	-8	10	-3
COc1ccc(/C=N\NC(=O)c2ccc([N+](=O)[O-])cc2)cc1COc1c(F)c(F)cc(F)c1F	2	4	-3	2	0	5	-9	1	4
COc1ccc(-c2[nH]ncc2CN2CCCC2c2nonc2C)c(F)c1 (stereo not drawn)	1	0	-8	2	-7	-19	-11	-6	0
N=c1n(CCN2CCCCC2)c2ccccc2n1CC(O)c1cccc(Br)c1 (stereo not drawn)	3	0	3	9	1	-9	13	-6	-3
CCCCC(=O)Nc1nnc(S(=O)(=O)N(CC)c2ccccc2)s1	2	1	-1	18	5	5	-4	5	-1
CCN(C[C@H]1N[C@@](Cc2ccccc2)(C(=O)OC)[C@H]2C(=O)N(C)C(=O)[C@@H]12)S(=O)(=O)c1ccc(C(C)(C)C)cc1	-2	30	1	4	1	10	13	-2	-4
CC(=O)c1ccc(N2CCN(C(=O)CN3C(=O)NC4(CCCCC4)C3=O)CC2)c(F)c1	1	-18	-2	-29	-9	-12	1	8	1
Cc1ccc(S(=O)(=O)N2CCOC23CCN(C(=O)C(=O)NCc2ccccc2)CC3)cc1	1	12	-9	7	-9	-1	8	-7	1
Cc1oc2c(C)c3oc(=O)c(CC(=O)N[C@@H](CCCNC(N)=O)C(=O)O)c(C)c3cc2c1C	-66	1	1	-290	7	-11	-1	3	-1
C=CC[C@@H](CC(=O)N[C@H](CO)Cc1ccccc1)C(=O)NC[C@@H](OC(=O)[C@@H](CC=C)Cc1ccc(F)cc1)c1ccccc1	-1	-7	-1	13	2	-5	-6	2	-2
Cc1noc(C)c1S(=O)(=O)Nc1ccc(C(=O)N2CCN(c3ccc(F)cc3)CC2)cc1	2	-20	6	12	-10	-14	8	3	0
CN1C[C@@H]2[C@@H]3C(=O)N(C)C(=O)[C@@H]3[C@](C)(C1=O)N2C(=O)c1ccc(C(C)(C)C)cc1	1	-4	-2	16	.	.	.	.	.
COC(=O)C1=C(C)N(CCc2c[nH]c3ccccc23)C(=O)/C1=C\N(C)C	11	4	-6	-4	2	0	-2	8	-3
CCN1CCN(CCCNC(=O)CCC(=O)N2CCOc3ccccc32)CC1	0	-9	-7	14	-16	-14	3	-9	-2
CC(C)Cc1ccc(C(=O)NCc2ccc3c(c2)OCO3)o1	1	-15	-1	10	9	17	-5	14	-1
CCOc1cccc(C2C(C#N)=C(N)Oc3cc(C)n(Cc4ccccn4)c(=O)c32)c1OCC (stereo not drawn)	-53	-14	4	-158	4	10	15	-2	0
O=c1c2ccccc2nc(COc2ccccc2)n1/N=C/c1c[nH]c2ccccc12	0	-2	8	6	3	-12	0	0	3
CCOc1ccc2nc(SCC(=O)NCc3ccco3)sc2c1	24	1	-5	12	-3	1	2	6	-1
Cc1cc(C(=O)OCC(=O)Nc2ccccc2F)c(C)o1	2	-4	6	3	-5	-17	-6	8	0
CN1CCN(S(=O)(=O)c2ccc(C(=O)NC3CCCCC3)cc2)CC1	0	-12	-2	19	.	.	.	.	.
Cc1cccc(OCC(=O)Nc2nnc(-c3ccco3)s2)c1	-2	-19	-9	-256	-8	-3	-14	-5	0
Cc1cc(C(=O)OCC(=O)NC(=O)NC(C)(C)C)c(C)o1	-1	-7	-5	30	0	-5	0	0	0
Cc1c(Cc2ccccc2)c(=O)oc2cc(OCC(=O)NCC(O)c3ccccc3)ccc12 (stereo not drawn)	0	-5	-1	-368	0	-26	5	1	-3
COc1ccccc1C(=O)NNC(=O)c1ccc(NS(=O)(=O)c2cccs2)cc1	1	-32	3	-4	-1	-7	1	-1	0
COc1cc(/C=N/NC(=O)CC2(C)OCCCO2)ccc1OCc1ccc(Cl)cc1Cl	1	-4	0	2	-1	-10	10	-4	0
